# High-throughput results: PubChem, National Center for Advancing Translational Sciences (NCATS)
# TSG101-PTAP inh: blocks PTAP/TSG101 interaction to inhibit HIV-1 budding; Q99816; Fluorescence polarization, FITC-PTAP peptide / Tsg101 binding; Potency, µM (highest dose often 115 µM), for inactives: at the top dose activity change, negative = inhibition, hits mostly inhibitors; 340,000 tested, under 10 active; AID 493005; active means well fitted inhibition curve with a large enough effect in the main read-out, with a control signal flat, not every such curve was filed as active; inconclusive means small, poorly fitted or top-dose-only effect, or effect the other way, or a change in a side signal; inactive means no such curve, though single readings can be large or run the other way; further: potency means the concentration at half of the fitted maximal effect; % of control where 0% means no effect
# Target sequence (Q99816 whole entry, looked up): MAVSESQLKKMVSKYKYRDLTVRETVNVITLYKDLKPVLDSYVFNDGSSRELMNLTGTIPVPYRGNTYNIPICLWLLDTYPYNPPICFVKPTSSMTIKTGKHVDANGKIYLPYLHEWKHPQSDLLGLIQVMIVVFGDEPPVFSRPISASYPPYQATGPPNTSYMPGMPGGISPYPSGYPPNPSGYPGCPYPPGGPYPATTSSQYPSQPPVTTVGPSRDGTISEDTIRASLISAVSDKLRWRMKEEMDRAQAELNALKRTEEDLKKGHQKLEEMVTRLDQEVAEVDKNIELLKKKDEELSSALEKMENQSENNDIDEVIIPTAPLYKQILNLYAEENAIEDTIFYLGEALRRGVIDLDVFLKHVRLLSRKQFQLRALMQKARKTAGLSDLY
#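 Compounds were pin-transferred onto Tsg101 binding domain (10 uM final) in HEPES pH 7.5 buffer, then FITC-PTAP peptide was added at 50 nM final. After 20 min at RT, polarization reported peptide displacement across a qHTS concentration series.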
# TSHR antagonist: antagonists of human thyroid stimulating hormone receptor | P16473 | TSHR-expressing cells, TSH-stimulated cAMP HTRF, 2 h; active compounds read low | activity change, negative = inhibition, % at 11.5 µM | actives 0.2% (n = 330,000) | AID 504810;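 active means activity change below a set negative limit, meaning inhibition stronger than a set level, cut at about -70% in these data; inconclusive means activity change between two set negative limits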; further: on the % scale 0 is the no-effect control and ±100 the full control effect
#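 TSHR-expressing cells were treated with compounds, then stimulated with TSH at EC80 (4nM final) for 2 hours at 37 deg C. Cellular cAMP was measured by HTRF competition between lysate cAMP and cAMP-d2 for a cryptate-labelled anti-cAMP antibody.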
# Menin MLL FP TR: menin-MLL binding inhibition, Texas Red mutant peptide. AID 1768. Menin + Texas Red MLL mutant peptide, fluorescence polarization. actives 0.23% (n = 270,000). Potency, µM (series often up to 61.6 µM), for inactives: at the top dose FP activity change, negative = inhibition, hits mostly inhibitors; active means well fitted inhibition curve with a large enough effect in the polarisation, with a control signal flat, not every such curve was filed as active; inconclusive means small, poorly fitted or top-dose-only effect, or effect the other way, or a change in a side signal; inactive means no such curve, though single readings can be large or run the other way; the % refers to the polarisation; further: potency means the concentration at half of the fitted maximal effect; % of control where 0% means no effect; many of its hits are not listed in these tables
# Target sequence (O00255 whole entry, looked up): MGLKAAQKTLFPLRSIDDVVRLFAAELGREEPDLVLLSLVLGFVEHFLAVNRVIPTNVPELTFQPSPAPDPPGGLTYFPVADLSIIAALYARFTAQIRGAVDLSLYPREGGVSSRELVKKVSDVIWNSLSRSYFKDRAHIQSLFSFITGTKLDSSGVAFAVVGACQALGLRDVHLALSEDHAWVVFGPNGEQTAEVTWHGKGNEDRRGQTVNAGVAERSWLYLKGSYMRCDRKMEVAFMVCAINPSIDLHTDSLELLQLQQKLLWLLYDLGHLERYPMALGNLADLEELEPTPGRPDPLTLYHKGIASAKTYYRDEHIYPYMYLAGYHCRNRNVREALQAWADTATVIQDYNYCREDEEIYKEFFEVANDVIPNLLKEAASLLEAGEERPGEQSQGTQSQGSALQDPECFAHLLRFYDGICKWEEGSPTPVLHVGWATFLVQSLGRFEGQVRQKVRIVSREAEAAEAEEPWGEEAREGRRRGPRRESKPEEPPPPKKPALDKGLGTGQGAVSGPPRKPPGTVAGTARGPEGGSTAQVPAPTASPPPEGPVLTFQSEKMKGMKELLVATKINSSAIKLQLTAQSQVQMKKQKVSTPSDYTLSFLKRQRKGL
# a7 integrin act: activators of alpha7 integrin expression for muscular dystrophy; actives 0.064% (n = 350,000); alpha7betagal myoblasts, beta-gal FDG fluorescence, 48 h; Potency, µM (highest dose often 38.3 µM), for the others: top-dose activation, most hits filed as activators;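 further: potency means the concentration at half of the fitted maximal effect; 100% = response of the positive control SU9516; nearly all actives have a fitted effect of over 60% in size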
#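 alpha7betagal+/- myoblasts (passage 13, 250/well) treated 48 h at 37C with compounds at 1:260 dilution of DMSO stock. Lysed, then beta-galactosidase activity read as FDG fluorescence (ex 480/em 540) after 30 min, with pre-read for autofluorescence.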
# S-ASM inh: inhibitors of human secretory acid sphingomyelinase; AID 504937; placental ASM, HMU-PC fluorogenic substrate, 60 min; P17405; Potency, µM (doses to about 57.5 µM), for inactives: top-dose activity change, negative = inhibition, hits mostly inhibitors; actives 0.006% (n = 340,000); further: potency means the concentration at half of the fitted maximal effect
#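 Human placenta-derived ASM preincubated with compound 10 min at room temperature, then reacted with 9 uM (final) fluorogenic HMU-PC substrate for 60 min at 37 C. Stop solution raises pH to 10; fluorescence read at Ex 386/Em 447 nm.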
# MLL CXXC-DNA inh: MLL CXXC-DNA interaction inhibition; actives 0.037% (n = 290,000); MLL-CXXC / FITC-HOXA9 DNA fluorescence polarization; Potency, µM (doses to about 115 µM), inactives show at the top dose activity change, negative = inhibition, hits mostly inhibitors; AID 2662; Q03164; active means well fitted inhibition curve with a large enough effect in the polarisation, with a control signal flat, not every such curve was filed as active; inconclusive means small, poorly fitted or top-dose-only effect, or effect the other way, or a change in a side signal; inactive means no such curve, though single readings can be large or run the other way; the % refers to the polarisation; further: potency means the concentration at half of the fitted maximal effect
#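 Steps: dispense CXXC domain solution (7 uM) → pin compounds or unlabeled HOX-A9 DNA control → 5 min ambient → add FLSN-HOX-A9 solution (50 nM) → spin → 30 min ambient → fluorescence polarization. Tris pH 7.5/NaCl/DTT/BSA buffer.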
# Mito fusion yeast: inhibitors of mitochondrial division or activators of mitochondrial fusion; S. cerevisiae fusion-defective mutant growth rescue, CellTiterGlo 48 h; actives 0.23% (n = 320,000); AID 485298; Potency, µM (doses to about 46.1 µM), without a hit: top-dose growth rescue (activation), most hits filed as activators;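 further: potency means the concentration at half of the fitted maximal effect; % of control where 0% means no effect; nearly all actives have a fitted effect of over 45% in size; temperature-sensitive fusion mutants such as fzo1-1 at 37 °C on non-fermentable ethanol glycerol medium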
#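 Read-out: ATP-based luminescence (CellTiterGlo, 10 min ambient) reporting growth of fusion-defective ts yeast after 48 hours at 37C on glycerol/ethanol YPEG medium in the presence of compound.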
# TCR activator: activates T cell receptor signaling | 330,000 tested, under 10 active | Potency, µM (top dose mostly 9.22 µM), inactives show at the top dose activation of IL-2 secretion, most hits filed as activators | primary human leukocytes, anti-CD3, IL-2 HTRF, 48 h; further: % of control where 0% means no effect
#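 TCR engagement came from a-CD3 beads alone, with compounds added to primary human leukocytes for 48 hr. Secreted IL-2 bridged europium cryptate- and d2-labelled anti-IL-2 antibodies, giving FRET emission at 665nm after 320nm excitation.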
# MBNL1 CUG block: blocks human MBNL1 binding to CUG repeat RNA; Q9NR56; TR-FRET MBNL1-His/biotin-(CUG)12 binding, 665/545 ratio; Potency, µM (series often up to 57.5 µM), for inactives: at the top dose activity change, negative = inhibition, most hits filed as inhibitors; actives 0.036% (n = 280,000); AID 2675; active means well fitted inhibition curve with a large enough effect in the signal ratio, with a control signal flat, not every such curve was filed as active; inconclusive means small, poorly fitted or top-dose-only effect, or effect the other way, or a change in a side signal; inactive means no such curve, though single readings can be large or run the other way; the % refers to the signal ratio; further: potency means the concentration at half of the fitted maximal effect; on the % scale 0 is the no-effect control and ±100 the full control effect
#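 MBNL1-His + Biotin-(CUG)12, cpd titration 92 nM–58 uM; Tb anti-His Ab 0.055 ng/ul, SA-XL665 5 nM (final); 60 min RT; ratiometric 665/545 nm, Ex 340 nm; normalized to buffer and full-complex controls.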
# A-T KAP1 phos: potential ataxia-telangiectasia treatment; Potency, µM (highest dose often 57.5 µM), for the others: top-dose activation, most hits filed as activators; […] A-T fibroblasts, KAP-1 phosphorylation AlphaLISA; neocarzinostatin DNA damage 30 min before lysis; AID 485349; actives 0.19% (n = 320,000); further: potency means the concentration at half of the fitted maximal effect; % of control where 0% means no effect; nearly all actives have a fitted effect of over 45% in size
#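 ATM-like activity read as KAP-1 phosphorylation via AlphaLISA donor/acceptor antibody pairs after lysis and 6 hr at 25C. Cells were ATM-null patient fibroblasts ([…], hTERT), dosed 60 min, then exposed to the DSB inducer NCS for 30 min.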
# * = called active by the depositor; i = inactive; ? = inconclusive; · = not tested or not shown; [ ] = another dose, or the depositor's remark. Unless noted, the call rests on the fitted dose curve; in most records, active means well fitted curve in the direction sought with a large enough effect; inconclusive means small, poorly fitted or top-dose-only effect, or another doubt; inactive means no such curve, though single readings can be large; an effect the other way counts as inactive or inconclusive. This is a subset; the hit share may differ from the screen's.
SMILES,TSG101-PTAP inh,TSHR antagonist,Menin MLL FP TR,a7 integrin act,S-ASM inh,MLL CXXC-DNA inh,Mito fusion yeast,TCR activator,MBNL1 CUG block,A-T KAP1 phos
Cn1ccc(C(=O)N/N=C/c2ccncc2)n1,-1%,-5,4%,-12%,2%,-7%,1%,4%,25%,2%
CCS(=O)(=O)c1ccc(OC)c(N=Nc2ccc(O)c3ncccc23)c1,0%,6,?,-13%,2%,-11%,1%,5%,?,-2%
COCCNC(C(=O)Nc1ccc(C)cc1[N+](=O)[O-])c1ccccc1 (stereo not drawn),0%,-5,3%,-4%,-3%,-1%,0%[9.22 µM],-2%,18%,1%
Cc1ccc(C)c(OCC(=O)Nc2ccccc2C(=O)N2CCOCC2)c1,0%,-1,·,-23%,3%,9%,1%,-3%,0%,8%
CC(C)CC(=O)c1c[nH]c(C(=O)NCc2cccnc2)c1,-5%,0,-1%,41%,2%,-5%,4%,-4%,-9%,-3%
Cc1ccc(Nc2nc(Nc3ccc(C)cc3)nc(SC3=NCCS3)n2)cc1,-1%,-1,40µM*,-52%[inhibitor],-22%,20%,23%,-1%,-10%,-2%
O=C(COc1ccc(Cl)cc1)N1CCN(C(=O)c2cccc(F)c2)CC1,-2%,1,-22%,-15%,3%,-6%,-1%,6%,-1%,-2%
CN1CCN(C(=O)c2ccccc2NC(=O)CCN2C(=O)c3ccccc3C2=O)CC1,0%,-6,0%,24%,3%,4%,2%,-8%,0%,3%
S=C(Nc1ccc(Cl)cc1)N(CCCN1CCOCC1)Cc1cccs1,0%,-7,28%,6%,3%,-1%,-1%,·,-5%,-1%
COc1ccc(NC(=S)Nc2cccc3ccccc23)cc1OC,1%,-1,-4%,4%,-1%,-6%,-9%,8%,?,-3%
Nc1c(N(CCC2=CCCCC2)C(=O)c2ccc([N+](=O)[O-])o2)c(=O)[nH]c(=O)n1Cc1ccccc1,0%,·,·,-57%,7%,·,8%,2%,·,6%
CCOC(=O)Cn1cnc2scc(-c3ccccc3)c2c1=O,-2%,8,-1%,-1%,0%,2%,4%,-2%,-1%,12%
C[C@H](CO)N1C[C@H](C)[C@@H](CN(C)Cc2ccc(Cl)c(Cl)c2)Oc2c(NS(=O)(=O)c3cn(C)cn3)cccc2C1=O,-6%,-4,·,-1%,-2%,·,·,-6%,·,3%
CS(=O)(=O)Nc1ccccc1C(=O)Nc1cc(Cl)cc(Cl)c1,-3%,-50,?,-48%[inhibitor],37%[activator],4%,3%,0%,0%,0%
CN(CCC#N)C(=O)COC(=O)c1c2c(nc3ccccc13)/C(=C/c1ccco1)CC2,-5%,-4,?,-2%,203%[activator],-2%,13%,-3%[46.1 µM],?,23%
CCCS(=O)(=O)N1CCN=C1SCc1ccc(C)cc1,-1%,4,-1%,-5%,4%,-5%,-3%,0%,-1%,0%
Cc1cc(C(=O)COc2ccccc2C(N)=O)c(C)n1CC1CCCO1 (stereo not drawn),-1%,-28,-1%,-41%[inhibitor],5%,-3%,24%,·,0%,3%
CCCCCCCC(=O)NN=C1CCN(Cc2ccccc2)CC1,0%,6,-1%,-4%,0%,-3%,-1%,-2%[46.1 µM],-2%,4%
CCNC(=O)CCSc1nnc(-c2ccco2)o1,0%,6,18%,12%,5%,1%,7%,1%[46.1 µM],6%,-5%
Cc1nn(CC(=O)Nc2ccc(C#N)cc2)c(C)c1[N+](=O)[O-],3%,-4,6%,-5%,-2%,0%,-6%,-5%,-3%,1%
Cc1ccc(SC[C@H](C)CN2CC[C@H](C)CCC2=O)cc1,4%,-7,0%,19%,0%,8%,8%,-8%,13%,8%
O=C(NC1CC1)C1CC(=O)N(C2CCCCC2)C1 (stereo not drawn),-11%,-1,·,-7%,3%,-7%,3%,1%,0%,3%
CCCCNS(=O)(=O)C1CCS(=O)(=O)C1 (stereo not drawn),0%,4,·,31%,4%,-1%,1%,-6%,-4%,1%
CCOc1ccc(C2C(C(=O)OC)=CN(CCOC)C=C2C(=O)OC)cc1,-5%,4,-17%,11%,i,7%,0%,0%,20%,28µM*
O=C(CSc1nn(-c2ccc(Cl)cc2)c(=S)s1)NCC1CCCO1 (stereo not drawn),0%,-6,-13%,9%,-1%,2%,12%,-6%,7%,5%

# Carrying on.
SMILES,TSG101-PTAP inh,TSHR antagonist,Menin MLL FP TR,a7 integrin act,S-ASM inh,MLL CXXC-DNA inh,Mito fusion yeast,TCR activator,MBNL1 CUG block,A-T KAP1 phos
NCCCn1c(C(=O)c2ccc(Cl)cc2)c2ccc([N+](=O)[O-])cc2[n+]1[O-],-4%,-5,·,-32%,-8%,·,8%,-4%,·,6%
COc1cc(/C=C2/C(=N)N3N=C(CC(=O)N4CCOCC4)SC3=NC2=O)ccc1OC(C)c1ccccc1 (stereo not drawn),-9%,-10,?,16%,-19%,-9%,8%,-10%,8%,-4%
CCOC(=O)c1ccccc1NC(=O)Cn1cnc2c(cnn2-c2ccc(OC)cc2)c1=O,-14%,·,·,0%,2%,·,·,5%,·,·
Cn1c(SCCOc2ccc(Cl)cc2)nnc1-c1ccncc1,-6%,7,10%,-4%,-1%,-3%,0%,2%,-22%,-1%
COc1ccc(C(=O)N(CC(=O)Nc2sc(C)c(C)c2C(N)=O)C2CCCC2)cc1,1%,16,3%,7%,-4%,-4%,-3%,2%,5%,0%
CCOC(=O)c1c(C)nc(SC)c(C#N)c1-c1ccccc1,-13%,-19,-5%,-3%,5%,-8%,9%,-7%[46.1 µM],4%,18%
Cc1ccc(Cl)cc1N1CCN(S(=O)(=O)c2ccc3c(c2)oc(=O)n3C)CC1,1%,-27,5%,6%,-5%,8%,-23%,-7%,-8%,-6%
O=C(NCCN1CCOCC1)c1csc2c1CCCC2,-6%,9,1%,-19%,5%,3%,-1%,0%,-2%,-2%
CCCc1cc(C(=O)NNC(=S)NC(C)c2ccccc2)cs1 (stereo not drawn),2%,-6,1%,1%[7.66 µM],-3%,3%,-2%,·,-6%,-13%
CCN(CC)S(=O)(=O)c1ccc(N2CCOCC2)c(NC(=O)c2c3c(nc4ccccc24)CCC3)c1,-1%,22,-3%,-7%,-2%,-2%,-1%,3%,·,-2%
O=C(CCCC(=O)OCC(=O)c1ccc(F)cc1)Nc1cc(C(F)(F)F)ccc1Cl,-4%,-2,·,-4%,-2%,-5%,0%,-6%,-4%,4%
FC(F)(F)c1ccc(/C=N/N2CCN(Cc3ccccc3)CC2)cc1,1%,-16,-8%,-21%,6%,2%,22%,-8%[46.1 µM],11%,-11%
CCN(CC)S(=O)(=O)c1ccc2c(c1)oc(=O)n2CC(=O)N(C)C1CCCCC1,-8%,0,-2%,-3%,1%,5%,19%,4%,3%,2%
O=c1/c(=C\c2cccnc2)sc2nc3ccccc3n12,0%,-3,17%,9%,12%,6%,1%,1%,15%,7%
N=C(N)SCc1ccc(Cl)c2ccccc12,-3%,·,·,8%,-3%,·,·,1%,·,·

# A draw from above in order of molar mass, low to high.
SMILES,TSG101-PTAP inh,TSHR antagonist,Menin MLL FP TR,a7 integrin act,S-ASM inh,MLL CXXC-DNA inh,Mito fusion yeast,TCR activator,MBNL1 CUG block,A-T KAP1 phos
N=C(N)SCc1ccc(Cl)c2ccccc12,-3%,·,·,8%,-3%,·,·,1%,·,·
CCCc1cc(C(=O)NNC(=S)NC(C)c2ccccc2)cs1 (stereo not drawn),2%,-6,1%,1%[7.66 µM],-3%,3%,-2%,·,-6%,-13%
NCCCn1c(C(=O)c2ccc(Cl)cc2)c2ccc([N+](=O)[O-])cc2[n+]1[O-],-4%,-5,·,-32%,-8%,·,8%,-4%,·,6%
COc1ccc(C(=O)N(CC(=O)Nc2sc(C)c(C)c2C(N)=O)C2CCCC2)cc1,1%,16,3%,7%,-4%,-4%,-3%,2%,5%,0%
CCN(CC)S(=O)(=O)c1ccc(N2CCOCC2)c(NC(=O)c2c3c(nc4ccccc24)CCC3)c1,-1%,22,-3%,-7%,-2%,-2%,-1%,3%,·,-2%
